Screens deposited in PubChem by several laboratories.
Cardio protect: myocardial damage modulation in H9c2 cells; actives 0.63% (n = 360,000); H9c2 cardiomyocytes, H2O2 injury protection, ATPLite, 2 h; protection from H2O2 cell death, % at 20 µM; AID 588492;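 active = compounds giving at least 50% protection of heart cells from peroxide-induced death in the single-dose screen, raw or plate-pattern-corrected value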;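 note: 0% = DMSO wells with peroxide and 100% = DMSO wells without peroxide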
PDI inh: PDI (human) enzyme inhibition; inhibition, % at 10 µM; actives 0.052% (n = 350,000); PDI insulin aggregation turbidity, A650, 90 min;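 active = mean inhibition across replicates of 30% or more, whatever share of single replicates reach that level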;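 note: absorbance from insulin aggregation driven by PDI reduction with DTT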
Target sequence (P07237 whole entry, looked up): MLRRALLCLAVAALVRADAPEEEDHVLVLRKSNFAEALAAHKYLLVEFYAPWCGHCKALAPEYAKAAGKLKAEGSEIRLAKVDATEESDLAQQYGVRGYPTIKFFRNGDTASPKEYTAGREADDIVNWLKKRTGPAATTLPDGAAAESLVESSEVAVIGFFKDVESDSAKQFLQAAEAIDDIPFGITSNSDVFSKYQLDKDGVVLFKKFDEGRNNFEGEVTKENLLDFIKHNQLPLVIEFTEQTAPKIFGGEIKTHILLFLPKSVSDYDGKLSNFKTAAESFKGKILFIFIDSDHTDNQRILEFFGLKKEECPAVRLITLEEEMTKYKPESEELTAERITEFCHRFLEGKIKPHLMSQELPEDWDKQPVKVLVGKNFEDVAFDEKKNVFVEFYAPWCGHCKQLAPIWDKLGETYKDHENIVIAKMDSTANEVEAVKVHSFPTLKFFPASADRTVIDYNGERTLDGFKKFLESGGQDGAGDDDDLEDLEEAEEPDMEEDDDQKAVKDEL
HTR2A ag: mouse HTR2A agonism via beta-arrestin recruitment; P35363; CHO-K1 mHTR2A beta-arrestin complementation, luminescence; percent of 30 µM serotonin response; activation, % at 7.6 µM; actives 0.66% (n = 360,000);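 active = activation above a run cutoff, the mean activation of all tested compounds plus 3 SD, cut at about 14% in these data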;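 note: 0% = plate median of compound wells and 100% = 30 µM serotonin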
Target sequence (P35363 whole entry, looked up): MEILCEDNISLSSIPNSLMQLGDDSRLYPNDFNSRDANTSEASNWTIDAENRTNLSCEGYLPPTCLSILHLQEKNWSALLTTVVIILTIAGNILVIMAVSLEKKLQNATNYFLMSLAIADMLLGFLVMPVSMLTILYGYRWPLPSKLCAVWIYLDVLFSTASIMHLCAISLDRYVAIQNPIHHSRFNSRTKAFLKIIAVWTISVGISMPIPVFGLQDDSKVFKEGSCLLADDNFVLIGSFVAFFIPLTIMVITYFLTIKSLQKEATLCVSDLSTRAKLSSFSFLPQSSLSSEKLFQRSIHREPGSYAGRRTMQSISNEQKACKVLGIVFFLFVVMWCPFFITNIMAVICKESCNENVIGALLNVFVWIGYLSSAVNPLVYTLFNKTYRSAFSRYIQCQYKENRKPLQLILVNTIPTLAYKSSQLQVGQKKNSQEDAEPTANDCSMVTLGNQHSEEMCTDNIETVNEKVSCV
Exocytosis inh: lytic granule exocytosis inhibition; TALL-104 LAMP-1 surface exposure, flow cytometry; cells stimulated with thapsigargin and PMA; inhibition, % at 10 µM; actives 0.66% (n = 360,000);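 active = inhibition above about 55%, limit read from the data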
hiPSC survival: increases survival of single human iPS cells | hiPSC single-cell survival, ATPlite luminescence; 100% = ROCK inhibitor wells, 0% = DMSO | survival enhancement, % at 20 µM | actives 0.044% (n = 360,000); in the data active = survival enhancement above about 18%;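 note: cells exposed to compounds for 16 hours before the ATP read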
ABCB6 inh MLPCN: blocks the human ABCB6 transporter. Q9NP58. K562-ABCB6 porphyrin accumulation, flow cytometry, 1 h; active compounds read low. fluorescence ratio to DMSO, % at 10 µM. actives 0.19% (n = 360,000);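 active = fluorescence ratio to DMSO below 75%, the collection mean minus 3 SD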;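 note: signal is porphyrin accumulated inside mitochondria; 100% equals median channel fluorescence of DMSO control wells; lower ratio means ABCB6 inhibition with less porphyrin fluorescence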
aDG glyco act: alpha-DG glycosylation activation. Pro5-aDG cells, alpha-DG glycosylation AlphaScreen (IIH6); 0% Pro5, 100% B10-LARGE cell signal. activation, % at 10 µM. actives 0.22% (n = 360,000);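 active = activation of at least 8% versus controls, or a plate z-score of at least 8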;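 note: Pro5 are CHO cells carrying HIG-tagged alpha-DG that lacks glycosylation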
CaV13 FRET inh: Disruptors of the CACNA1D IQ motif to Ca2+-dependent inactivation inhibitor domain association, primary screening, Förster resonance energy transfer in intact living …; HEK cells, CFP/YFP FRET ICDI-IQ, plate reader, 10 min; percent FRET-ratio fall versus neutral wells; inhibition, % at 12.3 µM; actives 0.098% (n = 340,000);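 active = mean replicate inhibition of at least 30% and at least 1% of replicates passing that level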;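 note: 0% = median of the neutral control wells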
Vif inh: inhibitors of HIV Vif; HEK293T cells, Vif self-association by quenched fluorescence, imaging, 24 h; inhibition, % at 7.49 µM; actives 0.35% (n = 340,000); AID 602346; in the data active = inhibition above about 50%, passing the limit was not always enough; note: some results filed as inactive read as strong as hits
Glyco luc inh: blocks N-linked glycosylation in D54 reporter cells | D54 ERlucT glycosylation luciferase reporter, 24 h; percent of 100 nM tunicamycin response | reporter increase, % at 12.5 µM | actives 0.23% (n = 360,000);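 active = mean luciferase reporter signal, scaled so untreated is 0 and the glycosylation-blocking control 100, at or above a set limit in every replicate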;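 note: luciferase carries N-glycosylation sites so blocking glycosylation raises the light; 0% = median of neutral control wells and 100% = median of 100 nM tunicamycin wells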
* hit, by the source's call; · = not tested or not shown.

smiles,Cardio protect,PDI inh,HTR2A ag,Exocytosis inh,hiPSC survival,ABCB6 inh MLPCN,aDG glyco act,CaV13 FRET inh,Vif inh,Glyco luc inh
CC(=O)c1c(C)[nH]c(C(=O)Nc2cccc(S(=O)(=O)N(C)C)c2)c1C,13,-8,-2,-1,6.9,99,-0.7,-7,-6,15
CCOC(=O)c1ccc[n+](CC(=O)c2ccc(OC)cc2)c1,-1,7,3,-2,1.3,100,-0.3,-2,7,2
CCN(C(=O)C1CCCN(c2nc(-c3ccc(OC)cc3)no2)C1)c1ccc(OC)cc1 (stereo unspecified),0,·,-1,8,-4.0,99,0.3,2,-7,-2
CCOC(=O)c1c(-c2ccccc2)csc1NC(=O)/C(C#N)=C\c1ccc(O)c(OC)c1,31,-1,0,-4,3.7,711,-0.1,-9,2,4
CC(Oc1ccc(F)cc1)c1ccnc2nc(/N=C/N(C)C)nn12 (stereo unspecified),-1,1,-4,-5,0.5,102,0.0,-5,8,0
CC1CCCC(C)N1C(=O)COC(=O)C1CCN(S(=O)(=O)c2ccc3c(c2)OCCO3)CC1 (stereo unspecified),-4,-4,-4,2,-0.4,94,0.1,-7,-17,3
CCc1c(C)nc(SCC(=O)N2CCCCC2C)[nH]c1=O (stereo unspecified),19,6,-2,3,0.2,86,0.1,8,-5,5
O=C(CN(C1CCCCC1)S(=O)(=O)c1ccccc1)NCc1ccco1,2,0,-2,0,1.5,97,0.4,-2,·,1
CC(=O)N1c2c(cc(Br)cc2S(=O)(=O)NCc2ccccc2)CC1C (stereo unspecified),-4,-7,-5,14,0.1,99,0.1,-2,14,-1
CS(=O)(=O)c1cccc(C(=O)Nc2ccccc2Cc2ccccc2)c1,1,-7,-2,1,-0.5,98,0.0,-7,-11,0
C[C@H](O)CC1=C[C@H](O)[C@@H](C)OC1=O,4,·,-1,4,-1.9,104,0.0,·,6,3
CCCOc1ccc(N2CC(C(=O)Nc3ccccc3C(=O)NCc3ccco3)CC2=O)cc1 (stereo unspecified),0,-2,-1,-4,-1.6,93,0.1,-6,-10,-1
COC(=O)c1cc2ccsc2n1CC(=O)N(C)C1CCCCC1,2,-2,1,0,7.6,98,0.1,-4,12,0
Cn1c(Cl)c(/C=N/OC(=O)c2ccc(Cl)cc2)c2ccccc21,11,-11,0,0,22*,86,-0.2,0,-2,0
CC(C)NC(=S)N/N=C/c1cccs1,-6,-3,-2,-1,-2.5,98,2.3,-5,20,-2
CCCCCNS(=O)(=O)c1cc2c3c(c1)CCC(=O)N3CCC2,-12,-8,3,-4,-0.5,97,0.6,-3,-2,2
COc1cc(OC)cc(C(=O)NC(=S)N2CCCCC2c2cccnc2)c1 (stereo unspecified),-1,·,2,1,0.5,98,-0.1,·,-8,0
CCOc1ccc(C(C(=O)NC2CCCCC2)N(C(=O)c2ccccn2)c2cccnc2)cc1 (stereo unspecified),-1,-5,6,7,1.5,93,-0.1,-7,-2,0
COc1ccc(CNC(=O)CSc2ccsc2[N+](=O)[O-])cc1,4,0,2,0,-1.7,106,-0.2,-2,3,2
O=C(c1sc2cc(F)ccc2c1Cl)N1CCN(c2ccccc2)CC1,-7,-10,-1,-2,-0.5,103,0.7,-5,2,-1
Cc1ccccc1C(=O)NC1CCN(CC(=O)Nc2ccc3c(c2)OCCO3)CC1,-1,-3,-3,-2,0.0,94,0.2,-4,·,-2
COc1ccc(N(CC(=O)NC2CCCCC2)C(=O)CNC(=O)c2ccco2)cc1OC,-1,-3,-1,2,4.4,95,0.0,-5,-7,-2
COc1ccc(Nc2oc(-c3ccco3)nc2S(=O)(=O)c2ccc(F)cc2)cc1,-8,9,-2,-2,-2.1,104,0.4,-19,0,-3
O=C(COc1cccc2c1CCN(Cc1ccc(Cl)cc1)C2=O)N1CCOCC1,-7,11,0,0,-0.7,101,0.0,7,-9,-2
O=C(CN1CCN(C(=O)C2CCCO2)CC1)Nc1cc(C(F)(F)F)ccc1Cl (stereo unspecified),-5,0,4,-1,-0.1,101,0.2,-5,-7,3
Clc1ccc(CN2CCC(c3ccccc3)CC2)cc1,7,0,-10,14,-0.6,92,-0.1,-8,-3,-1
COc1ccc(S(=O)(=O)NCC2CCCN(Cc3ccccc3C)C2)cc1 (stereo unspecified),4,3,5,16,0.2,100,-0.6,-4,0,-1
O=C(CCl)Nc1cn(-c2ccccc2)nc1-c1ccccc1,-12,11,1,11,-1.3,100,-0.6,-5,0,12
COc1ccc(C(CNC(=O)c2ccc(C)c(S(=O)(=O)N3CCCCC3)c2)N2CCCC2)cc1 (stereo unspecified),5,9,0,-2,0.3,99,0.2,-3,-1,1
C=CCn1c(N)c(C(=O)Nc2ccccc2)c2nc3ccccc3nc21,-3,14,3,15,4.6,135,-0.2,·,2,-2
CC(C)(CO)NC(=O)Nc1ccc(Cl)c(Cl)c1,2,4,-3,15,-1.0,100,-0.1,6,-1,-1
Nn1cnnc1N/N=C/c1ccc(Cl)cc1Cl,-9,1,1,11,0.0,101,0.2,-4,·,4

2 entries from above, with two lines to a compound.
Order of values: Cardio protect, PDI inh, HTR2A ag, Exocytosis inh, hiPSC survival, ABCB6 inh MLPCN, aDG glyco act, CaV13 FRET inh, Vif inh, Glyco luc inh
- O=C(CN1CCN(C(=O)C2CCCO2)CC1)Nc1cc(C(F)(F)F)ccc1Cl (stereo unspecified)
 : -5, 0, 4, -1, -0.1, 101, 0.2, -5, -7, 3
- CCCOc1ccc(N2CC(C(=O)Nc3ccccc3C(=O)NCc3ccco3)CC2=O)cc1 (stereo unspecified)
 : 0, -2, -1, -4, -1.6, 93, 0.1, -6, -10, -1

(listing goes on)
smiles,Cardio protect,PDI inh,HTR2A ag,Exocytosis inh,hiPSC survival,ABCB6 inh MLPCN,aDG glyco act,CaV13 FRET inh,Vif inh,Glyco luc inh
CCOC(=O)c1cc(C)n(-c2c(C)n(C)n(-c3ccccc3)c2=O)c1C,7,-1,-4,-3,-3.4,104,-0.1,·,5,0
CCOc1c(CNc2nnnn2C)cccc1OC,-5,-2,-4,5,0.2,94,0.7,-3,10,2
CC(C)Nc1nc(Oc2cccc(Cl)c2Cl)cc(C(F)(F)F)n1,-21,2,-1,-4,-0.8,98,0.2,-6,-4,-1
N=C1/C(=C/c2cccn2CCOc2ccccc2)C(=O)N=C2SC=C(c3ccccc3)N12,-1,3,-5,-8,0.9,98,0.0,-14,2,4
COc1ccc(-c2csc(NC(C)c3nc4cc(Cl)c(N5CCCCC5)cc4n3CCOCCO)n2)cc1 (stereo unspecified),-11,-1,2,4,-1.5,100,-0.1,-14,1,3
O=S(=O)(NCCCc1ccccc1)c1ccc(F)c(F)c1,3,-5,-1,-5,0.3,96,0.1,-2,-5,1
CCOc1ccccc1NC(=S)Nc1ccccc1F,7,0,9,1,-1.4,99,0.1,-5,-4,2
O=C(CSc1nnc2ccccn12)c1ccc(Cl)cc1,0,-5,2,-1,-0.4,97,0.3,-5,21,0
Cc1ccc(-c2nnc(SCC(=O)Nc3nc4c(s3)CCCC4)n2C)cc1,1,13,4,-4,-1.3,102,-0.1,-4,3,7
COc1cc(NC(=O)NCc2ccncc2)cc(OC)c1OC,-2,-2,1,4,0.0,93,-0.2,·,-3,3
CCN(Cc1ccccc1)C(=O)C1CCN(C(=O)Nc2ccccc2)CC1,7,9,4,0,-0.4,101,-0.4,-6,8,-1
Cn1c(Cn2c(=O)sc3ccccc32)nnc1SCC(=O)NCCc1ccccc1,3,·,-2,-1,-0.8,101,0.0,-11,6,1
COc1ccc(-c2cc(C(=O)NNC(=O)c3csc(N4CCOCC4)n3)c3ccccc3n2)cc1,52*,-5,-2,2,-0.6,97,-0.4,-3,-15,1
NC(=S)N/N=C/c1coc2ccc(F)cc2c1=O,-4,-4,2,-1,0.0,93,1.2,2,-2,0
O=c1cc(CN2CCc3ccccc3C2)nc2sccn12,12,-62,3,2,0.0,102,0.3,-7,7,2
Nc1ccn([C@@H]2O[C@H](CNS(=O)(=O)c3cc4ccccc4s3)[C@@H](O)[C@H]2O)c(=O)n1,4,-3,0,0,-0.9,99,-0.5,-6,-1,0
O=C(OCC(O)CO)c1ccccc1Nc1ccnc2cc(Cl)ccc12 (stereo unspecified),13,0,0,-6,0.5,96,0.0,-5,-8,1
O=[N+]([O-])c1cc(Br)c(OCc2nnc(-c3ccccc3)o2)c(Br)c1,-7,7,-5,-2,-3.4,94,0.0,-7,-10,2
CCOC(=O)c1sc(NC(=O)C2CSC3(C)CCC(=O)N23)nc1C (stereo unspecified),4,-9,8,-1,-0.2,93,0.0,-6,-1,-1
O=C(CCc1ccccc1)NC(c1cccs1)c1cc(Cl)c2cccnc2c1O (stereo unspecified),48,0,0,0,-1.8,104,0.8,-84,-39,-16
C[C@H]1C[C@H]2[C@@H]3CCC4=CC(=O)C=C[C@]4(C)[C@@]3(F)[C@@H](O)C[C@]2(C)[C@@]1(O)C(=O)CO,-5,-9,2,0,-0.4,95,-0.1,-5,13,7
Cc1ccccc1OCC(=O)NNC(=O)c1ccc2c(=O)n3c(nc2c1)CCC3,4,5,4,0,0.1,100,0.2,-6,-6,3
O=C(CCN1CCCCO1)N1CCCC(Nc2ccc(F)c(F)c2)C1 (stereo unspecified),0,4,-3,-5,-0.5,100,-0.2,-3,0,1
COc1cccc(NC(=O)CN(C)C(=O)CSc2ccc3c(c2)OCCO3)c1,-14,-8,-1,6,-2.1,106,0.0,-5,-3,0
NC(=O)C1CCN(CC(=O)Nc2cc(S(=O)(=O)N3CCOCC3)ccc2N2CCCC2)CC1,5,1,-4,0,1.1,97,0.5,-2,40,0
CCOc1ccc(OCC)c(NC(=O)CSc2nnc(C3CC3)n2CC)c1,1,-10,0,14,0.0,100,0.2,-3,-11,-1
CCN(C(=O)COC(=O)/C=C/c1ccc(Cl)c(Cl)c1)c1c(N)n(Cc2ccccc2)c(=O)[nH]c1=O,-8,5,2,-2,4.4,99,-0.1,-3,4,2
O=c1c(F)cn(C2CCCO2)c(=O)n1Cc1ccccc1F (stereo unspecified),-4,6,0,-6,1.7,107,-0.1,-7,6,0
CNc1cncc(-c2cc(C)c(O)c(C)c2)n1,1,8,-1,10,0.7,98,-0.1,-8,-3,25
CCOC(=O)C1CCCn2c1nc1sc3c(c1c2=O)CCCC3 (stereo unspecified),-1,1,1,-2,-1.1,102,-0.3,-6,-9,-2
NC(=O)C1CCN(C(=S)c2cccs2)CC1,2,-4,1,3,-2.4,85,-0.5,-5,-3,2
CC(C)C(CC(=O)NCc1ccco1)c1ccco1 (stereo unspecified),7,0,-1,-7,-2.3,99,-0.1,-6,14,1
Cc1cc(C)n(-c2nc3ccccc3[nH]c2=O)n1,-2,-2,4,-3,0.9,96,0.1,-5,1,0
CSc1ccc(CN(C)C(=O)CNC(=O)c2sc3ccccc3c2Cl)cc1,-7,-4,-2,4,0.1,90,0.2,-5,·,2
CCOC(=O)CNC(=S)N(Cc1ccccc1)Cc1cccnc1,1,-1,4,0,2.9,88,-0.1,6,11,4
COc1ccccc1N(CC(=O)NC1CCCCC1)S(C)(=O)=O,-1,11,1,1,-0.6,101,0.1,·,-1,3
CC(C)COc1nc2ccccc2c(=O)n1OCC(=O)O,58*,16,2,0,2.2,107,-0.2,·,-2,0
Nc1nc(N)c2sc3nc4c(cc3c2n1)CCC4,-13,4,2,1,-2.6,103,-0.5,-1,-6,5
